SIAH1 antagonists = Siah-1 peptide-binding antagonists, primary screen, biochemical, fluorescence polarization, rhodamine-plectin, uHTS (AID 1817); 290,000 compounds, 0.02% hits; Siah-1 / rhodamine-plectin peptide fluorescence polarization; higher % means a stronger effect; displacement, % at 20 µM; hits with a dose series show IC50 in µM;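 active = displacement of at least 50% at 20 µM, with a fluorescence ratio check between 0.3 and a set limit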;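 also: plate controls were Siah plus tracer with DMSO for no effect and tracer alone without Siah for full effect; strong numbers were not always called active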
LYP inhibition = inhibitors of LYP phosphatase, biochemical, fluorescence intensity, uHTS (AID 1779). recombinant LYP phosphatase, fluorescence intensity; higher % means a stronger effect. Tyrosine-protein phosphatase non-receptor type 22 (Homo sapiens). 290,000 compounds, 0.054% hits. inhibition, % at 11.5 µM, or IC50 in µM where a hit was titrated;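 also: plate controls were vehicle with enzyme for no effect and no enzyme for full effect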
XIAP antagonists = XIAP antagonists, biochemical, IAP family, fluorescence polarization (AID 1018). E3 ubiquitin-protein ligase XIAP (Homo sapiens). displacement, % at 20 µM, or IC50 in µM where a hit was titrated. 200,000 compounds, 0.007% hits. XIAP BIR domain, fluorescence polarization peptide displacement; higher % means a stronger effect; in the data active = displacement above about 50%; also: a part of the inactive calls stands beside numbers as strong as those of hits
AID2073 = inhibitors of Mint1-CaV2.2 protein interaction, biochemical, HTRF (AID 2073); Voltage-dependent N-type calcium channel subunit alpha-1B (Homo sapiens); HTRF protein-protein interaction, Mint1-CaV2.2; higher % means a stronger effect; inhibition, % at 20 µM, or IC50 in µM where a hit was titrated; 290,000 compounds, 0.19% hits; in the data active = inhibition mostly above about 51%, no sharp cut-off; also: some results filed as inactive read as strong as hits
Lipid droplet = inhibitors of hepatocyte lipid droplet formation, primary screen, imaging, high-throughput imaging, BODIPY stain | AID 1656, 2009 | AML12 mouse hepatocytes, oleate lipid droplets | 240,000 compounds, 0.4% hits | inhibition, % at 6.5 µM;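 active = lipid droplet intensity inhibited by at least 50%, with more than 500 cells counted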
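material = mouse AML12 hepatocyte cell line, fixed after treatment | also added = 100 µM oleic acid challenge | doses = compound at 6.5 µM only | schedule = overnight exposure | technique = Image-based BODIPY and DAPI two-channel analysis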
NOD2 inhibition = NOD2 signaling inhibitors, cell-based, luminescence, uHTS, HEK293 (AID 1566); one-dose inhibition, % at 4 µM; EC50 in µM for titrated hits; HEK293 NOD2/NF-kB luciferase reporter, luminescence; higher % means a stronger effect; 290,000 compounds, 0.63% hits; also: many of its hits are not listed in these tables
CSM14.1 death rescue = rescue of cells from ER stress-induced death, primary screen, 384-well, CSM14.1, thapsigargin, ATP luminescence (AID 1222); cellular ATP content (survival), % at 20 µM, or EC50 in µM where a hit was titrated; 190,000 tested, under 10 active; CSM14.1 thapsigargin-induced death rescue, ATP luminescence; higher % means a stronger effect;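 active = EC50 below 50 µM in the dose-response confirmation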;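 also: death triggered by thapsigargin at about 15 µM added after 2 h compound pretreatment; cell ATP read after overnight thapsigargin exposure of roughly 18 to 22 hours; normalized against plate controls of thapsigargin alone and 5% DMSO vehicle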
P. falciparum M1AAP = P. falciparum M1AAP inhibitors, biochemical, fluorogenic H-Leu-NHMec substrate, 1536-well (AID 1445). recombinant M1AAP, H-Leu-NHMec fluorogenic kinetic assay; higher % means a stronger effect. inhibition, % at 30 µM, or IC50 in µM where a hit was titrated. 220,000 compounds, 0.42% hits;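 active = primary inhibition above the hit cutoff, then over 50% inhibition at one or more dose response concentrations, cut at about 23% in these data, passing the limit was not always enough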;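 also: plate controls were DMSO full reaction for no effect and no enzyme background for full effect; strong numbers were not always called active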
M17LAP inhibition = P. falciparum M17LAP inhibitors, primary screen, biochemical, fluorogenic H-Leu-NHMec substrate, 1536-well (AID 1619); 220,000 compounds, 0.38% hits; Leucine aminopeptidase (Plasmodium falciparum (isolate 3D7)); inhibition, % at 30 µM, or IC50 in µM where a hit was titrated; recombinant M17LAP, H-Leu-NHMec fluorogenic kinetic assay; higher % means a stronger effect;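 active = compound inhibiting the enzyme by more than half at any dose during confirmatory dose-response retesting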;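 also: plate controls were full reaction with DMSO carrier for no effect and no enzyme background for full effect; strong numbers were not always called active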
Lipid droplet cells 6.5 µM = further read-out of Lipid droplet, marked with its call; cell count; measured here: cell count, cytotoxicity flag;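 cells counted across two imaged fields per well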
* = called active by the depositor; · = not tested or not shown. Rule as the data show it, unless noted: active = inhibition above about 50%; inactive = the rest. An excerpt, so the mix of outcomes need not match the whole.

SMILES	SIAH1 antagonists	LYP inhibition	XIAP antagonists	AID2073	Lipid droplet	Lipid droplet cells 6.5 µM	NOD2 inhibition	CSM14.1 death rescue	P. falciparum M1AAP	M17LAP inhibition
Cc1nn(CC(=O)NNC(=S)Nc2ccccc2)c(C)c1[N+](=O)[O-]	8%	-4%	-3.3%	-2%	-7	588	10%	-1.8%	-9%	9%
COc1ccccc1NS(=O)(=O)c1cc(NC(=O)c2cc(=O)[nH]c3ccccc23)ccc1N1CCOCC1	0%	1%	·	-2%	-11	715	12%	·	·	·
C=CCOc1ccccc1CNn1nnnc1N	-8%	4%	35%	-6%	3	810	4%	-2.1%	2%	9%
Oc1[nH]c2ccc(Br)cc2c1N=Nc1ccc(C(F)(F)F)cn1	-1%	-9%	-7.8%	3%	-8	533	21%	-4.7%	4%	-6%
CC(=O)c1cc2c(cc1NC(=O)C1CCC1)OCO2	0%	-6%	-8.6%	13%	0	709	3%	-1.8%	·	·
Cc1cc(C)cc(-n2nnc(C(=O)NCc3ccc(Cl)cc3)c2N)c1	-9%	-2%	-0.6%	0%	13	635	-5%	-0.5%	-2%	-4%
Cc1ccc(-c2[nH]c3ccccc3c2SCCNC(=O)c2ccc(S(=O)(=O)N3CCOCC3)cc2)cc1	0%	5%	-12%	4%	54*	723*	26%	-0.7%	0%	6%
O=C1C=C(NCCOC23CC4CC(CC(C4)C2)C3)C2(CCCCC2)O1	1%	-1%	-4.7%	12%	0	701	15%	-0.5%	4%	0%
Cc1ccccc1OCCOc1cccc(/C=N/NC(=O)Cc2nnc(N)s2)c1	5%	-8%	-1.0%	20%	·	·	-93%	-0.5%	2%	29%
O=C1NCCN1Cc1cccc(Cl)c1	1%	-6%	-3.3%	-23%	23	699	6%	-1.0%	-10%	-18%
COc1ccc(CC(=O)N2N=C(C)CC2(O)c2cccnc2)cc1 (stereo unspecified)	-9%	-2%	-6.2%	-2%	2	808	-25%	-1.6%	2%	7%
CCOC(=O)CSc1nc2c(sc(=S)n2Cc2ccco2)c(=O)n1-c1ccc(F)cc1	3%	1%	-3.5%	-23%	·	·	10%	1.2%	6%	-8%

A few values from above.
SIAH1 antagonists with Oc1[nH]c2ccc(Br)cc2c1N=Nc1ccc(C(F)(F)F)cn1 = -1%
M17LAP inhibition with O=C1C=C(NCCOC23CC4CC(CC(C4)C2)C3)C2(CCCCC2)O1 = 0%

Next section:
SMILES	SIAH1 antagonists	LYP inhibition	XIAP antagonists	AID2073	Lipid droplet	Lipid droplet cells 6.5 µM	NOD2 inhibition	CSM14.1 death rescue	P. falciparum M1AAP	M17LAP inhibition
COc1cccc(-n2c(Cn3nc(C(F)(F)F)cc3C)n[nH]c2=S)c1	-5%	-10%	-2.4%	-11%	-3	598	16%	0.3%	4%	4%
Cc1c(Cl)cccc1NC(=S)NCC(C)C	4%	-4%	-6.2%	34%	8	731	11%	0.3%	-4%	8%
CCOC(=O)COc1nc(OC)nc(N2CCOCC2)n1	-3%	-7%	-8.1%	0%	6	760	-14%	-1.4%	4%	6%
O=C(NC1CCCC1)c1ccc([N+](=O)[O-])s1	18%	-3%	-4.8%	-9%	-12	722	14%	-0.8%	6%	3%
O=C1CCCC/C1=C\Nc1ccc(O)cc1	4%	-10%	-8.8%	-34%	-2	714	-20%	-0.6%	5%	8%
COc1ccc(OC)c(-c2nc(CN3CCCCC3c3cccnc3)c(C)o2)c1 (stereo unspecified)	6%	1%	-4.0%	3%	-16	637	2%	2.9%	-1%	4%
CCOc1cc(-c2noc(-c3cccnc3)n2)ccc1OC	3%	-4%	-2.4%	-8%	-6	713	11%	-0.8%	6%	-1%
COC(=O)c1cc(S(=O)(=O)Nc2cc(OC)cc(OC)c2)c[nH]1	2%	-13%	·	7%	-2	769	19%	·	·	·
CC1CCCC(NC(=O)COC(=O)Cc2cn3ccsc3n2)C1C (stereo unspecified)	0%	1%	-2.5%	-13%	·	·	-5%	0.0%	0%	7%
CSc1nnc(CNC(=O)C23CC4CC(CC(C4)C2)C3)n1Cc1ccccc1	-3%	-9%	-3.0%	-7%	-1	601	17%	0.8%	-2%	17%
CCc1nnc(NC(=O)c2ccc(OC)cc2)s1	5%	0%	-4.2%	-4%	12	766	-54%	-4.7%	19%	9%
CCCCC[C@H]1CN(Cc2ccccc2)C(=O)[C@@H]1CC(=O)NCc1ccc(OC)cc1	2%	-6%	·	-9%	-2	765	2%	·	·	·

Record cards (already shown). Order of values: SIAH1 antagonists | LYP inhibition | XIAP antagonists | AID2073 | Lipid droplet | Lipid droplet cells 6.5 µM | NOD2 inhibition | CSM14.1 death rescue | P. falciparum M1AAP | M17LAP inhibition
Record of CC1CCCC(NC(=O)COC(=O)Cc2cn3ccsc3n2)C1C (stereo unspecified) = 0% | 1% | -2.5% | -13% | · | · | -5% | 0.0% | 0% | 7%
Record of O=C1CCCC/C1=C\Nc1ccc(O)cc1 = 4% | -10% | -8.8% | -34% | -2 | 714 | -20% | -0.6% | 5% | 8%
Record of COc1ccc(OC)c(-c2nc(CN3CCCCC3c3cccnc3)c(C)o2)c1 (stereo unspecified) = 6% | 1% | -4.0% | 3% | -16 | 637 | 2% | 2.9% | -1% | 4%

New compounds follow
SMILES	SIAH1 antagonists	LYP inhibition	XIAP antagonists	AID2073	Lipid droplet	Lipid droplet cells 6.5 µM	NOD2 inhibition	CSM14.1 death rescue	P. falciparum M1AAP	M17LAP inhibition
Cc1cc(O)c(-c2cc(C(=O)NCc3ccc4c(c3)OCO4)[nH]n2)cc1C	-3%	-3%	-7.1%	3%	·	·	-26%	-1.8%	8%	-1%
CCc1c(C)sc(NC(=O)/C=C/C(=O)O)c1C(N)=O	1%	3%	-2.2%	-7%	3	722	-6%	0.0%	-3%	4%
COc1ccc(S(=O)(=O)Nc2ccc3c(c2)COC3=O)cc1OC	-2%	-4%	-1.6%	35%	·	·	7%	-1.0%	0%	13%
COc1cc(C(=O)NCCc2c[nH]c3ccccc23)ccc1OCc1c(C)noc1C	0%	5%	-1.3%	2%	-22	692	-11%	-0.7%	0%	-20%
COC(=O)c1ccncc1N	0%	-23%	-6.2%	26%	0	673	21%	-0.3%	11%	-1%
O=C(Nc1ccc(F)cc1)/C(Cl)=C/c1ccccc1	0%	-1%	-1.3%	6%	-4	621	-77%	-1.5%	2%	-3%
O=C(N/C=N/O)C(c1ccccc1)c1ncc(C(F)(F)F)cc1Cl (stereo unspecified)	-2%	-9%	·	24%	·	·	-9%	·	·	·
CCOC(=O)c1csc(COc2ccc(OC)cc2)n1	-2%	-1%	·	20%	12	679	-83%	·	8%	27%
COc1ccc(C)cc1S(=O)(=O)N1CCN(Cc2ccccc2)CC1	11%	-7%	-1.1%	10%	-18	657	11%	0.5%	18%	7%
C/C(=N\NC(=O)c1cccc2ccccc12)c1cccs1	0%	-4%	·	2%	-11	876	-39%	·	·	·
Cc1ccc(N(CC(=O)NCc2ccccc2)C(=O)CCC(=O)Nc2ccccn2)cc1	-2%	-8%	·	-8%	-1	786	0%	·	·	·
CCOCCn1c(=O)c2c(nc3n2CCCN3CCc2ccccc2)n(C)c1=O	-3%	-8%	·	-1%	-1	660	8%	·	·	·
CCOc1cc(/C=N/Nc2nc3ccccc3[nH]2)cc(Br)c1OCC(=O)N(C)C	0%	-4%	-3.8%	0%	-10	693	6%	2.2%	9%	-13%
CCOCCCNCc1c(Cl)cccc1Cl	1%	1%	-13%	9%	5	668	24%	-2.3%	-2%	-1%
CC[N+](CC)(CC=C(C)C)CC(=O)OC	5%	-6%	-3.4%	8%	5	679	12%	-0.6%	·	·
O=C(Cc1ccccc1)Nc1nc(-c2cccc([N+](=O)[O-])c2)cs1	-1%	-6%	-1.3%	6%	-7	694	-1%	-2.1%	6%	2%
Cc1cc2n(n1)C(c1cccs1)Nc1ccccc1-2 (stereo unspecified)	0%	-10%	-3.6%	15%	-16	770	-2%	1.8%	4%	4%
COc1cc2[nH]cc(C(=O)NCCc3ccccc3)c(=O)c2cc1OC	-2%	-7%	-5.4%	13%	-7	763	19%	0.5%	-2%	-9%
COc1ccccc1N=c1c2c([N+](=O)[O-])cc([N+](=O)[O-])cc2n(O)n1-c1ccccc1OC	5%	-5%	-2.6%	11%	-4	701	9%	0.0%	-2%	4%
CCCc1cc(=O)oc2cc(OCC(=O)N3CCc4ccccc43)ccc12	3%	-5%	-4.9%	-2%	·	·	5%	-0.7%	-9%	-7%
Cc1[nH]c2ccccc2c1C(=O)CSc1cccc[n+]1[O-]	9%	-3%	·	1%	-12	683	7%	·	0%	2%
CC1Oc2ccccc2OC1(O)c1ccccn1 (stereo unspecified)	4%	-7%	1.6%	4%	-1	547	-1%	-0.8%	0%	17%
COC(=O)CNC(=O)c1cccs1	1%	3%	-2.9%	15%	3	730	14%	3.1%	8%	0%
CCn1c(-c2cc(-c3ccc(C)c(C)c3)nc3ccccc23)n[nH]c1=S	-2%	5%	-7.5%	26%	-4	632	-35%	-1.8%	0%	-51%
COc1ccccc1NC(=O)CCCn1c(=S)[nH]c2ccccc2c1=O	8%	-5%	-7.3%	-28%	19	684	18%	0.0%	-1%	-5%
CN(C(=O)C(C)(C)C)C1c2c(ccc3ccccc23)OCC1CO (stereo unspecified)	3%	-10%	·	4%	11	766	7%	·	·	·

Among those listed so far, these contain an aryl thioether with sulfur outside any ring:
SMILES	SIAH1 antagonists	LYP inhibition	XIAP antagonists	AID2073	Lipid droplet	Lipid droplet cells 6.5 µM	NOD2 inhibition	CSM14.1 death rescue	P. falciparum M1AAP	M17LAP inhibition
Cc1ccc(-c2[nH]c3ccccc3c2SCCNC(=O)c2ccc(S(=O)(=O)N3CCOCC3)cc2)cc1	0%	5%	-12%	4%	54*	723*	26%	-0.7%	0%	6%
CCOC(=O)CSc1nc2c(sc(=S)n2Cc2ccco2)c(=O)n1-c1ccc(F)cc1	3%	1%	-3.5%	-23%	·	·	10%	1.2%	6%	-8%
CSc1nnc(CNC(=O)C23CC4CC(CC(C4)C2)C3)n1Cc1ccccc1	-3%	-9%	-3.0%	-7%	-1	601	17%	0.8%	-2%	17%
Cc1[nH]c2ccccc2c1C(=O)CSc1cccc[n+]1[O-]	9%	-3%	·	1%	-12	683	7%	·	0%	2%
